GPR55 beta-arrestin – GPR55 agonists via beta-arrestin recruitment, primary screen, imaging, U2OS cells, beta-arrestin-GFP redistribution (AID 1961); G-protein coupled receptor 55 (Homo sapiens); U2OS GPR55 beta-arrestin-GFP redistribution imaging; higher % means a stronger effect; activation, % at 10 µM, or EC50 in µM where a hit was titrated; 290,000 compounds, 0.048% hits;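 active = activation above 40% with more than 50 cells counted in the well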;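 note: U2OS osteosarcoma cells stably expressing GPR55 and beta-arrestin-GFP; plate controls were DMSO negative control for no effect and LPI positive control for full effect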
GPR35 arrestin U2OS – GPR35 antagonists blocking zaprinast-driven arrestin recruitment, primary screen, imaging, U2OS, beta-arrestin-GFP, zaprinast agonist (AID 2058); 290,000 compounds, 0.052% hits; inhibition, % at 10 µM, or IC50 in µM where a hit was titrated; U2OS GPR35 beta-arrestin-GFP translocation imaging, zaprinast antagonism; higher % means a stronger effect; G-protein coupled receptor 35 (Homo sapiens);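 active = inhibition of at least 50% with at least 30 cells and total cytoplasm GFP at most 10,000,000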
K1F lysis inhibition – inhibition of K1F phage lysis, E. coli UTI89, bacterial capsule biogenesis inhibitors, alamar blue (AID 488966); E. coli UTI89 K1F phage lysis, alamar blue, 2 h; higher % means a stronger effect; one-dose inhibition, % at 100 µM; IC50 in µM for titrated hits; 340,000 compounds, 0.02% hits;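 active = phage lysis inhibition, versus mean bacterial control, above a set limit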;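 note: capsule biogenesis inhibitors block K1F phage lysis so surviving cells raise fluorescence; higher fluorescence means more inhibition of phage lysis; actives were called in the ten point dose series up to 300 µM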
KOR beta-arrestin-1 – KOR agonists, beta-arrestin recruitment, primary screen, cell-based, luminescence, uHTS (AID 1777) | Kappa-type opioid receptor (Homo sapiens) | KOR beta-arrestin recruitment, luminescence; higher % means a stronger effect | one-dose activation, % at 10 µM; EC50 in µM for titrated hits | 280,000 compounds, 0.02% hits; in the data active = activation above about 50%, passing the limit was not always enough; note: a part of the inactive calls stands beside numbers as strong as those of hits
GPR55 LPI antagonism – GPR55 antagonists blocking LPI-driven arrestin recruitment, primary screen, imaging, U2OS, beta-arrestin-GFP, LPI agonist (AID 2013). G-protein coupled receptor 55 (Homo sapiens). U2OS GPR55 beta-arrestin-GFP translocation imaging, LPI antagonism; higher % means a stronger effect. one-dose inhibition, % at 10 µM; IC50 in µM for titrated hits. 290,000 compounds, 0.13% hits;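 active = spots per cell inhibited over 60%, with over 100 cells counted and total cytoplasm intensity under 500,000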;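 note: U2OS cells stably carrying GPR55 and arrestin-GFP stimulated by 5 µM LPI near EC80; imaged beta-arrestin-GFP aggregate spots per cell after agonist stimulation; plate controls were LPI-stimulated DMSO wells for no effect and DMSO wells without LPI for full effect; some results filed as inactive read as strong as hits; confirmed hits need IC50 under 10 µM and bright autofluorescent wells are also inconclusive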
Rac1 GTP hydrolysis – MgcRacGAP GTPase-activating activity inhibitors, confirmation, biochemical, ADP Hunter fluorescence; 340,000 compounds, 0.6% hits; inhibition, % at 30 µM; hits with a dose series show IC50 in µM; Rac GTPase-activating protein 1 (Homo sapiens); MgcRacGAP-stimulated Rac1 GTP hydrolysis, ADP Hunter fluorescence; higher % means a stronger effect; GST-tagged Rac1 F28L mutant substrate;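 active = first-screen hits whose inhibition reached a set limit at any dose in the follow-up dose series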;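 note: fluorescence reports GDP produced by GAP-driven GTP hydrolysis; strong numbers were not always called active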
KOR beta-arrestin-2 – KOR antagonists, beta-arrestin recruitment, cell-based, luminescence, uHTS (AID 1778); Kappa-type opioid receptor (Homo sapiens); KOR beta-arrestin recruitment, luminescence, antagonist mode; higher % means a stronger effect; one-dose inhibition, % at 10 µM; IC50 in µM for titrated hits; 290,000 compounds, 0.091% hits; in the data active = inhibition above about 50%; note: strong numbers were not always called active
NOD1 inhibition – NOD1 signaling inhibitors, primary screen, cell-based, luminescence, uHTS (AID 1578); NOD1-driven NF-kB luciferase reporter cells, luminescence; higher % means a stronger effect; one-dose inhibition, % at 4 µM; EC50 in µM for titrated hits; 290,000 compounds, 1% hits; in the data active = inhibition mostly above about 36%, no sharp cut-off; inactive = mostly below about 34%;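 note: HEK-293T reporter cells stimulated with the NOD1 agonist gamma-tri-DAP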
NTR1 agonist – agonists of NTR1, primary screen, imaging, U2OS cells, beta-arrestin-GFP, high content (AID 493036); activation, % at 20 µM; Neurotensin receptor type 1 (Homo sapiens), P30989; 330,000 compounds, 0.17% hits; NTR1-U2OS beta-arrestin-GFP spot imaging, agonist mode;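 active = activation at or above 40% of the spot to cytoplasm intensity ratio, with at least 20 cells analyzed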;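 note: 0% = DMSO without peptide and 100% = 100 nM NTR1 peptide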
Target sequence (P30989 whole entry, looked up): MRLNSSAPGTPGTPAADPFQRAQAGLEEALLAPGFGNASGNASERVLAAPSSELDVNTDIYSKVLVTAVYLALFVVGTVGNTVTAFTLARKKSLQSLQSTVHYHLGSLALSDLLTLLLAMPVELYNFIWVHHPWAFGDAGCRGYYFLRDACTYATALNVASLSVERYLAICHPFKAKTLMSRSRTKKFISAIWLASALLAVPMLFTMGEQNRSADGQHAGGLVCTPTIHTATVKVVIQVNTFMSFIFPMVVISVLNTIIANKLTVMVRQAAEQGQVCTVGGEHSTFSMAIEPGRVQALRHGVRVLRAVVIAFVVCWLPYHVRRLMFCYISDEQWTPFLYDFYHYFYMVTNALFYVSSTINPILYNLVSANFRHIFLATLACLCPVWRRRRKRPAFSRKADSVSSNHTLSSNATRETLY
NTR1 agonist cell count 20 µM – recorded beside NTR1 agonist, whose call it bears; cell count; measured here: cell count, cytotoxicity flag
The depositor's hits bear a star; nt = no result given; [ ] = another dose, or the depositor's remark. Only part of the results is shown (hit frequency here may not be typical).

SMILES,K1F lysis inhibition,NTR1 agonist cell count 20 µM,GPR55 LPI antagonism,GPR55 beta-arrestin,Rac1 GTP hydrolysis,GPR35 arrestin U2OS,KOR beta-arrestin-2,KOR beta-arrestin-1,NTR1 agonist,NOD1 inhibition
COc1ccc(NS(=O)(=O)c2ccc(NC(=S)NC(=O)c3ccc(Br)cc3)cc2)nn1,1.7%[50 µM],77,-4%,-0.2%,7%,-3%,1%,-7.5%,2.7,4%
O=S(=O)(c1ccc(Cl)cc1)N1CCN(c2ccccn2)CC1,1.8%,63,-9%,-0.2%,9%,-4%,3%,1.1%,1.5,-7%
COC(=O)c1ccccc1NC(=O)CN1C(=O)C2CCCN2c2ncc(Cl)cc21 (stereo not given),nt,33,8%,-0.3%,nt,6%,6%,0.2%,-0.2,-24%
O=C(COC(=O)c1cc(=O)c2ccccc2o1)NCC1CCCCC1,0.3%,45,0%,0.2%,6%,-22%,-19%,-0.9%,1.1,-28%
O=C(O)C1CCC(NSc2ccccc2[N+](=O)[O-])CC1 (stereo not given),-1.5%[50 µM],47,3%,0.3%,16%,7%,18%,0.5%,-0.4,-5%
COc1ccc(N2CCN(C3CCCN(S(=O)(=O)c4ccc(C)cc4C)C3)CC2)cc1 (stereo not given),-0.3%,68,-15%,-0.1%,25%,18%,-8%,-6.8%,3.2,8%
Cc1ccc2nc(N3CCC(C(=O)O)CC3)nc(-c3ccccc3)c2c1,-2.2%,61,5%,-0.2%,3%,13%,-14%,4.0%,2.3,-13%
Cc1ccccc1-c1nnc(CN2CCC(C)CC2)o1,-0.1%,84,9%,0.0%,nt,7%,12%,-3.0%,2.5,1%
CCC(=O)N1CCc2cc(S(=O)(=O)N(CC)c3cccc(C)c3)ccc21,-1.4%,54,3%,-0.2%,5%,-18%,-23%,0.0%,1.1,14%
COc1ccc2c(c1)C(=O)CC(c1ccc(OC)c(OC)c1)O2 (stereo not given),1.4%,55,-20%,0.2%,10%,-3%,-10%[20 µM],2.1%,-0.3,0%
COc1cccc(C(C(=O)NC(C)(C)C)N(CCC(C)C)C(=O)CCC(=O)Nc2cc(C)on2)c1OC (stereo not given),0.0%,52,6%,0.2%,1%,-1%,-22%[20 µM],-4.4%,0.5,7%
CC1(c2cnc(Nc3ccccc3)s2)CCC(=O)O1 (stereo not given),0.8%,57,-4%,0.2%,7%,6%,16%,4.9%,-3.1,-24%

Laid out differently: results already given
Order of results: K1F lysis inhibition | NTR1 agonist cell count 20 µM | GPR55 LPI antagonism | GPR55 beta-arrestin | Rac1 GTP hydrolysis | GPR35 arrestin U2OS | KOR beta-arrestin-2 | KOR beta-arrestin-1 | NTR1 agonist | NOD1 inhibition
- COc1ccc(N2CCN(C3CCCN(S(=O)(=O)c4ccc(C)cc4C)C3)CC2)cc1 (stereo not given)
 : -0.3% | 68 | -15% | -0.1% | 25% | 18% | -8% | -6.8% | 3.2 | 8%
- Cc1ccc2nc(N3CCC(C(=O)O)CC3)nc(-c3ccccc3)c2c1
 : -2.2% | 61 | 5% | -0.2% | 3% | 13% | -14% | 4.0% | 2.3 | -13%

(list continues)
SMILES,K1F lysis inhibition,NTR1 agonist cell count 20 µM,GPR55 LPI antagonism,GPR55 beta-arrestin,Rac1 GTP hydrolysis,GPR35 arrestin U2OS,KOR beta-arrestin-2,KOR beta-arrestin-1,NTR1 agonist,NOD1 inhibition
Cc1c(N=Cc2cc(Br)cc(Br)c2O)cccc1C(=O)O,-8.6%,51,9%,-0.1%,5%,-15%,-2%,3.6%,1.7,21%
COc1nc(Nc2ccc(C(C)C)cc2)nc(OC)n1,0.2%,37,2%,-0.4%,15%,-8%,-38%,2.0%,-0.4,20%
CC(=O)C1CCC2C3CCC4=CC(=O)CC[C@]4(C)[C@@]3(F)C(O)C[C@]12C (stereo not given in full),0.3%,72,4%,0.7%,6%,7%,15%,-1.2%,0.5,-5%
CCCc1[nH]n(-c2nc3ccccc3s2)c(=O)c1C=NCCCN(CC)CC,0.9%,29,9%,0.3%,3%,7%,-23%,-6.0%,-1.7,-40%
Clc1ccccc1CNCC1CCCO1 (stereo not given),0.8%,57,8%,0.8%,15%,13%,-15%[20 µM],2.4%,-0.1,14%
CCC(C(=O)NC1CCCC1)N(Cc1ccc2c(c1)OCO2)C(=O)c1snc(C(N)=O)c1N (stereo not given),5.2%,79,8%,0.2%,6%,13%,-9%,4.0%,-0.2,-29%
CCOc1ccc(C(C)NC(=O)Cc2ccccc2)cc1OCC (stereo not given),2.9%,65,13%,-0.1%,8%,7%,-8%,-0.1%,0.3,-12%
C#Cc1cccc(NC(=O)c2ccc3c(c2)C(=O)N(Cc2cccnc2)C3=O)c1,0.9%[50 µM],62,9%,0.0%,4%,0%,-35%,-0.3%,7.6,-21%
CC(C)C1S/C(=N/N=C/c2cccs2)NC1=O (stereo not given),-0.1%,58,-10%,-0.1%,5%,-2%,-33%,4.6%,0.4,-11%
CC(C)c1nc(SCC(=O)N2CCCCCC2)c2c(=O)n(C)c(=O)n(C)c2n1,0.6%,62,-13%,0.0%,14%,-5%,-1%,2.4%,6.3,30%
COc1ccccc1N1CCN(CCCCCCOc2ccc(F)cc2)CC1,6.0%,38,18%,0.1%,7%,16%,-11%,3.8%,-1.4,-27%
O=C(COc1ccc(Cl)cc1)c1ccc(O)cc1O,0.5%,54,8%,-0.2%,11%,-2%,2%,-4.2%,0.0,-8%
CCOc1ccc(S(=O)(=O)Nc2cc(F)ccc2F)c2cccnc12,0.1%,57,3%,0.2%,3%,3%,-15%,-0.3%,0.1,-15%
CC(=O)Nc1ccc(C(=O)Nc2cc(C)on2)cc1,-0.1%,79,-4%,-0.2%,-6%,-4%,11%,-3.8%,-0.9,-20%
O=C(NCC1CCCCC1)C12CN(Cc3ccccc3)CC1C(c1cccc([N+](=O)[O-])c1)=NO2 (stereo not given),-1.9%,97,8%,-0.3%,-3%,20%,17%,-0.8%,6.7,-10%
CCc1nnc(SCC(=O)Nc2ccccc2)n1CC1CCCO1 (stereo not given),0.0%,50,-2%,-0.1%,5%,14%,22%,-5.7%,1.7,-25%
CCCn1c(COc2ccc(C(=O)O)cc2)nc2ccccc21,0.0%,50,-26%,0.1%,8%,-21%,4%[20 µM],-5.7%,0.1,-14%
COCCNC(=O)C(C)OC(=O)c1cc2occc2n1C (stereo not given),0.5%,56,3%,-0.2%,1%,1%,17%,3.8%,1.5,2%
CC12CN(Cc3ccccc3)CC(C)(CN(Cc3ccccc3)C1)C2=NO,3.6%,65,1%,-0.3%,12%,-1%,-17%,-1.0%,-2.1,-5%
Cc1nc(NC(=O)c2ccc(Br)o2)sc1C,0.5%,68,5%,-0.1%,5%,5%,6%,-4.3%,2.1,-72%
COc1cc2c(cc1OC)C(SC)=NC(C)(C)C2,1.1%[50 µM],37*,-2%,1.8%,14%,-16%,-33%,-0.2%,48*,-20%
COC(=O)c1sccc1OC(C)C(C)=O (stereo not given),0.5%,86,8%,-0.2%,4%,5%,-7%,-0.9%,-1.6,-8%
CSc1ccc(CN(C)CC(=O)NCc2ccc(F)cc2)cc1,0.3%,40,-12%,0.7%,7%,18%,-13%,4.5%,0.5,-27%
COc1ccc(OC)c(NC(=O)c2cnc(Nc3ccccc3OC)c3ccccc23)c1,1.0%[50 µM],62,-8%,0.1%,1%,-1%,-24%,2.9%,1.5,-17%
CN(CC(=O)Nc1cccc(Cl)c1)S(=O)(=O)c1ccc2c(c1)n(C)c(=O)c(=O)n2C,1.1%,56,-7%,5.9%,4%,-14%,-13%,-1.5%,-0.4,-39%
O=c1c([N+](=O)[O-])cc(C(F)(F)F)cn1Cc1cccc(Cl)c1,0.3%,68,-4%,0.3%,3%,-8%,-8%,1.2%,-0.8,15%
CCn1c(CNC(=O)c2cccc(C)c2)nnc1SCC(=O)NC1=NCCS1,0.2%,49,6%,0.5%,6%,-4%,-9%,6.2%,-1.1,16%
COc1ccccc1NS(=O)(=O)c1cc(NC(C)=O)ccc1N1CCCCC1,1.7%,59,-3%,-0.2%,6%,-4%,12%,-2.6%,4.1,-27%
CCNc1nc(NCC)nc(N(C)n2cnnc2)n1,-0.1%,85,25%,0.0%,2%,-7%,4%,-1.8%,-0.4,4%
CC1CCCCC1NC(=O)CN1C(=O)NC(C)(c2ccc(OC(F)F)cc2)C1=O (stereo not given),0.8%,57,-1%,-0.2%,7%,-1%,5%,-5.3%,-2.0,-24%
Cc1ccc(S(=O)(=O)N2CCC(=O)N(C(COCc3ccc(Cl)cc3)C(C)C)CC2)cc1 (stereo not given),-3.2%,92,11%,-0.3%,9%,-15%,-25%,0.3%,12,-22%
COc1ccccc1NNC(=O)C(O)(c1ccccc1OC)c1ccccc1OC,1.1%,88,-7%,-0.2%,5%,-16%,-2%,19%,-1.2,22%
Cc1ccc([C@@H]2[C@@H]3C(=O)N(c4ccccc4)C(=O)[C@@H]3[C@]3(C)C(=O)N(Cc4ccc(-c5ccccc5)cc4)CC(=O)N23)o1,2.1%,54,-2%,0.3%,10%,-1%,-7%[20 µM],-3.3%,1.0,17%
CCS(=O)(=O)c1ccc2c(c1)N(S(=O)(=O)c1ccc(Cl)cc1)CC(C(=O)O)O2 (stereo not given),1.1%,46,4%,-0.1%,1%,11%,-10%,1.1%,0.1,-39%
CC(C)c1nc(Cl)c(C#N)c2c1COC(C)(C)C2,0.8%,51,3%,-0.3%,6%,-5%,12%,4.7%,1.6,-7%
CN(C)c1nc(N/N=C/c2c[nH]c3ccccc23)nc(N2CCOCC2)n1,0.3%,32,7%,0.4%,20%,-5%,3%,4.2%,2.7,7%

Source: PubChem BioAssay
